Imprint erasure: induces erasure of genomic imprints in mouse ES cells | mouse ES Peg3-LacZ reporter, beta-gal luminescence, 40 h | Potency, µM (series often up to 60.7 µM), for inactives: top-dose activity change, positive = activation, hits mostly activators | actives 0.02% (n = 110,000) | AID 1948;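 note: 0% = negative control wells on the plate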
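Gelatin-coated wells received 300 freshly trypsinized female ES cells with a Peg3LacZ-Neo reporter on the maternal allele, then incubated 40 hours at 37C. BetaGlo was added for 5 minutes at room temperature before a single luminescence read.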
p53ts 32C kill: cytotoxicity in p53ts cells at permissive temperature; AID 924; H1299-p53A138V at 32C, ATP luminescence viability, 24 h; actives 0.93% (n = 130,000); Potency, µM (titrated, usually from 46.1 µM), for the others: at the highest dose activity change, negative = cytotoxicity, usual class: cytotoxic;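 note: 0% = DMSO and -100% = full killing by reference compound; nearly all actives have a fitted effect of over 55% in size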
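Cells: H1299 p53ts (A138V), 600/well, pre-incubated 16–30 h at 37C. Cpd up to 46 uM, 24 h, 32C. Readout: ATPlite luminescence, 20 min RT. Normalization: DMSO vs tamoxifen 100 uM. AC50 by Hill equation.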
IkB sig inh: inhibitors of IkB signaling in ABC-DLBCL cells. ABC-DLBCL IkBa-CBG/CBR dual luciferase ratio, 4 h; response scale: scaled: untreated 0%, proteasome inhibitor 100%. Potency, µM (highest dose often 57.1 µM), for inactives: at the highest dose IkBa stabilization activation. actives 0.04% (n = 110,000); active = well fitted curve in the direction sought with a large enough effect in the signal ratio, not every such curve was filed as active; inconclusive = small, poorly fitted or top-dose-only effect, or a change in a side signal; the % refers to the signal ratio;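 note: the direction sought is a rising ratio; 0% = basal untreated cells and 100% = reference inhibitor full response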
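In this assay, an IκBα–CBG68 fusion accumulates when IKK-driven degradation is blocked; native CBR normalizes for cell number. OCI-Ly3 cells were treated 4 h with compound and doxycycline, then green and red light read after Chroma-Glo addition.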
p53ts 39C kill: cytotoxicity in p53ts cells at nonpermissive temperature | H1299-p53A138V viability at 39C, ATP luminescence, 24 h | Potency, µM (series often up to 46.1 µM), without a hit: at the top dose activity change, negative = cell killing, hits mostly cytotoxic | actives 1.5% (n = 130,000) | AID 902; note: nearly all actives have a fitted effect of over 55% in size
The depositor's hits bear a star; u = inconclusive; x = not tested or not shown; & = joins results of further samples; [ ] = another dose, or the depositor's remark. Unless noted, calls come from the whole dose curve; as a rule, active = well fitted curve in the direction sought with a large enough effect; inconclusive = small, poorly fitted or top-dose-only effect, or another doubt; inactive = no such curve, though single readings can be large; an effect the other way counts as inactive or inconclusive. Unless noted, % is set by controls: 0 for no effect and ±100 for the full control effect; potency is the fitted concentration of half-maximal effect. Random draw from the library; any-hit rate near 1.7%.

SMILES | Imprint erasure | p53ts 32C kill | IkB sig inh | p53ts 39C kill
Cc1ccc(S(=O)(=O)c2nc(-c3cccs3)oc2N2CCCCC2)cc1 | -6.3%[10.9 µM] | 10.5% | u | 7.3%
O=C(Cc1c(C(=O)O)[nH]c2ccccc12)Nc1ccc2c(c1)OCO2 | 23.5% | -4.1% | 8.5% | -5.1%
Cc1cc2c(c(N)n1)c(=O)oc1ccccc12 | -7.5% | 10.1% | -1.6% | -4.0%
O=C(c1ccc(NS(=O)(=O)c2ccccc2)cc1)N1CCCC1 | -5.8% | -1.5% | 0.7% | 3.5%
COCCCNC(=O)c1ccc(N(C)S(=O)(=O)c2ccc(OC)cc2)cc1 | -6.1% | 0.9% | 2.3% | -2.5%
Cc1ccc2[nH]c(C)c(CCNC(=O)c3cc4cc(Br)ccc4oc3=O)c2c1 | -1.8%[10.9 µM] | -4.7% | 0.4% | 8.6%
CC(C)CCNc1cc(=O)n(C)c(=O)n1C | x | -5.6% | x | 6.1%
O=C1C2C3C=CC(CO)(O3)C2C(=O)N1c1ccc(-c2ccccc2)cc1 (stereo not drawn) | -33.4%[inhibitor] | u | u | -1.3%
COC(=O)c1cc(C(=O)OC)cc(N2C(=O)CN=C2Nc2nc(C)cc(C)n2)c1 | -4.6% | 7.5% | -0.4% | 17.8%
CC1CCc2nc3ncn(Cc4ccccc4C#N)c(=O)c3cc2C1 (stereo not drawn) | 10.6%[10.9 µM] | 2.3% | 0.3% | -4.4%
C=CCSc1nnc(NC(=O)c2ccc(S(=O)(=O)NCC3CCCO3)cc2)s1 (stereo not drawn) | 4.8% | -3.3% | 3.6% | 15.5%
COc1ccccc1-c1nccc(NCc2cccc(C)c2)n1 | -22.4% | -6.8% | -3.2%[11.4 µM] | -17.4%
COCCN1C(=O)C(O)=C(C(=O)c2ccco2)C1c1cccc(Oc2ccccc2)c1 (stereo not drawn) | -9.1% | 0.5% | -1.6% | 4.4%
Cc1cccc(NC(=O)CN2C(=O)CC(c3ccccc3)Sc3ccccc32)c1 (stereo not drawn) | -3.9%[10.9 µM] | 5.6% | u | -38.1%
CCCc1cc2c(=O)c(-c3ccccn3)coc2cc1OC | -11.6% | -12.2% | 1.0% | -13.7%
CN(Cc1ccco1)c1nc(-c2ccc3c(c2)OCO3)nc2ccccc12 | -26.0% | -3.4% | 0.7%[11.4 µM] | -15.3%
COc1ccc2nc3sc(C(=O)N4CCN(c5ccccc5)CC4)cc3cc2c1 | -2.1%[10.9 µM] | 3.4% | -2.5% | -0.8%
CCCC1=Nc2cc(C(=O)NC3CCCCC3)ccc2Sc2ccc(C)cc21 | -29.5%[10.9 µM] | 12.0% | -1.9% | -8.6%
O=C(NC1CCCCCC1)C1CCCN(S(=O)(=O)c2cnc[nH]2)C1 (stereo not drawn) | -14.5% | 5.7% | -3.1% | -6.1%
O=C(NCc1ccc2c(c1)OCO2)C1CCC(CNS(=O)(=O)c2ccccc2)CC1 (stereo not drawn) | -20.7% | 1.5% | 3.2% | -12.8%
CC(NC(=O)c1ccc(F)cc1)C(c1cccs1)N1CCN(C)CC1 (stereo not drawn) | -3.9% | 3.6% | -0.4% | 12.8%
Cc1ccc(C)c(C(=O)COC(=O)CCCC(=O)Nc2cc(C(F)(F)F)ccc2Cl)c1 | -12.6%[10.9 µM] | -8.6% | u | -8.9%&-6.6%
COc1ccc(NC(=O)c2ccc(NC(=O)CCS(=O)(=O)c3cccs3)cc2)cc1OC | -7.0%[10.9 µM] | -0.2% | u | 3.9%
Cc1sc(NC(=O)C2CCCO2)c(C(N)=O)c1C (stereo not drawn) | x | -12.9% | x | 18.2%
Cc1cc(C)n2nc(SCC3COc4ccccc4O3)nc2n1 (stereo not drawn) | -4.2% | -8.2% | -0.3% | -12.1%

The closing five compounds of the part above are carried over, then new ones follow.
SMILES | Imprint erasure | p53ts 32C kill | IkB sig inh | p53ts 39C kill
CC(NC(=O)c1ccc(F)cc1)C(c1cccs1)N1CCN(C)CC1 (stereo not drawn) | -3.9% | 3.6% | -0.4% | 12.8%
Cc1ccc(C)c(C(=O)COC(=O)CCCC(=O)Nc2cc(C(F)(F)F)ccc2Cl)c1 | -12.6%[10.9 µM] | -8.6% | u | -8.9%&-6.6%
COc1ccc(NC(=O)c2ccc(NC(=O)CCS(=O)(=O)c3cccs3)cc2)cc1OC | -7.0%[10.9 µM] | -0.2% | u | 3.9%
Cc1sc(NC(=O)C2CCCO2)c(C(N)=O)c1C (stereo not drawn) | x | -12.9% | x | 18.2%
Cc1cc(C)n2nc(SCC3COc4ccccc4O3)nc2n1 (stereo not drawn) | -4.2% | -8.2% | -0.3% | -12.1%
CCCn1c2c(c(O)c(C(=O)Nc3ccc(C)cn3)c1=O)CCCC2 | -1.7% | 6.7% | 4.9% | 3.8%
CCOC(=O)c1[nH]c(=O)c2ccccc2c1O | -11.0% | -3.6% | 0.4% | 6.1%
CCOC(=O)c1cnn2c(N)c(C#N)nnc12 | -5.8% | 1.5% | -2.0% | 9.9%
Cc1ccc(NC(=O)c2cc(S(=O)(=O)N3CCOCC3)ccc2F)c(C)c1 | -5.8% | -15.5% | 1.4% | -20.8%
CC(C)(C)OC(=O)N1CCC(c2c(C(=O)N3CCCCC3)cnn2-c2ccc(F)cc2)CC1 | -2.8%[10.9 µM] | -10.1% | 0.6% | 7.6%
Nc1nc(-c2ccc(Cl)c(Cl)c2)c(-c2ccncc2)s1 | -7.0% | 13.1% | x | 7.3%
Cc1cc(NC(=O)CSc2nc3c([nH]c4ccccc43)c(=O)n2-c2cccc(Cl)c2)no1 | 10.9%[10.9 µM] | 10.6% | 0.3% | -9.8%
Cc1cc(N2CCN(c3ccccc3F)CC2)nc2cc(O)ccc12 | -15.4% | 11.3% | -0.6% | 7.9%
O=S(=O)(c1cccc(S(=O)(=O)N2CCCC2)c1)c1cccc(S(=O)(=O)N2CCCC2)c1 | -16.3% | -4.8% | 0.4% | 11.2%
O=C(CN1C(=O)COc2ccccc21)N1CCc2ccccc2C1 | x | 4.3% | x | -8.2%
COCCn1c(Cc2ccccc2)nnc1SCC(=O)NC(C)C | 14.4% | 9.6% | u | -4.0%
CC1=C(c2ccc(F)cc2)S(=O)(=O)N=C1N1CCC(C(=O)NCCc2cccc(C)c2)CC1 | -6.3%[10.9 µM] | 9.7% | u | -21.7%
Clc1ccc(Nc2nc(-c3ccccc3)c3ccccc3n2)c(Cl)c1 | -8.6%[10.9 µM] | 15.1% | 3.0% | 4.2%
COc1ncc2nc(-c3cn(C)c4ccccc34)c(=O)n(CCC#N)c2n1 | -3.9% | 11.4% | -1.2%[11.4 µM] | 0.6%
Cc1cc(C)c2c(=O)[nH]c(SCC(=O)Nc3ccccc3)nc2n1 | x | -11.7% | 8.2% | -1.5%
O=C(CCCn1c(=O)[nH]c2cc(Cl)ccc2c1=O)NCC1CCCO1 (stereo not drawn) | -9.2% | 0.2% | 1.9% | 4.4%
CCC(C(=O)NCCc1ccc(OC)c(OC)c1OC)n1nc(C)c2sc3ccccc3c2c1=O (stereo not drawn) | -12.6%[10.9 µM] | -7.9% | -2.8% | -28.8%
O=C(NCc1cccc(Cl)c1)c1cnc(N2CCOCC2)c2ccccc12 | -9.3%[10.9 µM] | -0.5% | 0.9% | -24.0%
OC1C2COC(O2)[C@H](O)C1O (stereo partly drawn) | -0.4% | 5.4% | x | 13.2%
Cn1c(=O)c2c(nc(-n3ccnc3)n2C)n(C)c1=O | x | -6.7% | 0.6% | 2.5%
CC1CCN(S(=O)(=O)c2cn(CC(=O)Nc3cccc(C(F)(F)F)c3)c(=O)c3ccccc23)CC1 | 4.7%[10.9 µM] | 11.4% | u | -22.6%
COc1ccccc1OCc1nc2ccccc2n1Cc1ccccc1 | -19.2%[10.9 µM] | -3.7% | u | -4.6%
Cc1cc(C)cc(NC(=O)CCCc2nc(-c3ccco3)no2)c1 | -12.5%[10.9 µM] | 6.4% | -1.1% | 19.6%
CCOc1ccc2nc(NCCNC(=O)C3CC3)c(C)cc2c1 | -12.8% | -8.7% | -1.0% | -5.5%
CCc1ccc(NC(=O)CN2C(=O)C(=O)c3ccccc32)cc1 | -0.8%[10.9 µM] | -8.2% | u | -6.1%

Ordered by molecular weight (smallest number first): part of the list above.
SMILES | Imprint erasure | p53ts 32C kill | IkB sig inh | p53ts 39C kill
Cc1cc2c(c(N)n1)c(=O)oc1ccccc12 | -7.5% | 10.1% | -1.6% | -4.0%
Cc1cc(NC(=O)CSc2nc3c([nH]c4ccccc43)c(=O)n2-c2cccc(Cl)c2)no1 | 10.9%[10.9 µM] | 10.6% | 0.3% | -9.8%
CC1CCN(S(=O)(=O)c2cn(CC(=O)Nc3cccc(C(F)(F)F)c3)c(=O)c3ccccc23)CC1 | 4.7%[10.9 µM] | 11.4% | u | -22.6%

Shown in CSV form: entries from further up.
smiles,Imprint erasure,p53ts 32C kill,IkB sig inh,p53ts 39C kill
Cc1cc(N2CCN(c3ccccc3F)CC2)nc2cc(O)ccc12,-15.4%,11.3%,-0.6%,7.9%
CCCn1c2c(c(O)c(C(=O)Nc3ccc(C)cn3)c1=O)CCCC2,-1.7%,6.7%,4.9%,3.8%

(listing goes on)
SMILES | Imprint erasure | p53ts 32C kill | IkB sig inh | p53ts 39C kill
Cc1ccc(-c2cc(-c3cccc(F)c3)n[nH]2)c(O)c1 | -14.3% | -19.7% | u | -18.3%
CCS(=O)(=O)Nc1ccc(C(=O)OC)cc1 | 12.8% | -7.1% | 2.4% | 13.4%
Cc1oc2cc3oc(=O)c(CCC(=O)NCCc4ccccc4F)c(C)c3cc2c1C | -7.4%[10.9 µM] | 7.2% | 0.4% | -18.8%
CCN(CC)C(=O)CSc1nc2ccccc2c(=O)n1CCC(=O)NCc1ccc(F)cc1 | -12.8% | 0.9% | -1.9% | 5.1%
O=C(Nc1cccc(Cl)c1)C1CCCN(c2ncnc3c2nc2n3CCCCC2)C1 (stereo not drawn) | 9.4%[10.9 µM] | -7.1% | 8.6% | 6.1%
Cc1c(C)n(C)c2ccc(C(=O)NCCCN3CCCCC3)cc12 | -13.6%[10.9 µM] | -1.0% | -0.3% | 2.0%
Cc1noc(C)c1COC(=O)CCc1nc2ccccc2c(=O)[nH]1 | 3.7% | 6.6% | 1.1% | 0.2%
Cc1c(NC(=O)CSc2nc3ccccc3[nH]2)c(=O)n(-c2ccccc2)n1C | -8.1% | -3.1% | 7.1% | 2.5%
CC(=O)c1cc(C(=O)Nc2ccccc2C(=O)O)oc1C | -78.6%[inhibitor] | -3.8% | u | -24.5%
O=C(Nc1ccc2c(c1)OCCO2)c1ccc(S(=O)(=O)N2CCCCC2)cc1 | -15.3% | -0.7% | u | -9.0%
Cc1nc(NC(=O)c2oc3ccccc3c2C)sc1C(=O)N(C)C | -16.8% | -15.9% | 6.1% | -9.5%
Cc1cccc(OCC(=O)N(Cc2ccccc2)c2ccccn2)c1 | -8.5%[10.9 µM] | 5.1% | -1.2% | -10.7%
CC(C)(C)OC(=O)NCCc1nnc(SCC(N)=O)o1 | -7.0% | 0.4% | 2.5% | -1.6%
COc1ccc(Cl)cc1NC(=O)CSc1nnc(COc2ccccc2)n1C | -18.1% | -2.1% | -0.2% | -22.8%
CCCCNc1nc(Oc2ccc(=O)n(-c3ccccc3)n2)nc(N(C)C)n1 | -10.0%[10.9 µM] | 0.2% | u | -28.1%
COc1ccccc1NC(=O)C1=C(C)Nc2nnnn2C1c1cccc(C)c1 (stereo not drawn) | -1.4% | 10.6% | 3.4% | 2.5%
Cc1cccc(NC(=O)Cn2c(=O)n(CCC(=O)N3CCc4ccccc4C3)c(=O)c3ccccc32)c1 | -2.8%[10.9 µM] | 11.5% | u | -0.5%
CCc1ccc(CNC(=O)c2cc3c(=O)n(Cc4cccs4)ccc3nc2C)cc1 | -6.9%[10.9 µM] | -4.8% | u | -14.4%

Screening data as filed in PubChem.
